TDP1 inh: inhibitors of human tyrosyl-DNA phosphodiesterase TDP1 | actives 0.28% (n = 350,000) | Q9NUW8 | Potency, µM (series often up to 130 µM), for the others: at the top dose activity change, negative = inhibition, actives largely listed as inhibitors | recombinant TDP1, AlphaScreen DNA substrate cleavage | AID 485290; further: nearly all actives have a fitted effect of over 40% in size
Target sequence (Q9NUW8 whole entry, looked up): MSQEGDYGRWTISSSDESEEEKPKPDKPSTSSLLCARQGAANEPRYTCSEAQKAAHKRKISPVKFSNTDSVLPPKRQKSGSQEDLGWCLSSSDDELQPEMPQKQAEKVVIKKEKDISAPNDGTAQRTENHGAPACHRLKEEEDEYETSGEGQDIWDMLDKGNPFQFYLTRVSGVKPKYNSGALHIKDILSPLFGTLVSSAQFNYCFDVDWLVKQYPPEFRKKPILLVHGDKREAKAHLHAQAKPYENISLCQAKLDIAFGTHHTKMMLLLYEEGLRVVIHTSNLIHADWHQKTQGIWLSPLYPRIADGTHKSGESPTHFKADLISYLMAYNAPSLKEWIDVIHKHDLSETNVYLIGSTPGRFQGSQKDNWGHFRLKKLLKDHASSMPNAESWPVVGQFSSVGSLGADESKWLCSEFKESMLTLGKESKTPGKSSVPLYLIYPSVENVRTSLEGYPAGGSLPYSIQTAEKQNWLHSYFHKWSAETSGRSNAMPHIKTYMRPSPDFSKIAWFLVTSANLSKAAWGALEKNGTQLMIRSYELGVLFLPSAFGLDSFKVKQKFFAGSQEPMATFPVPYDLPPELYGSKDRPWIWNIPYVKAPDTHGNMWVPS
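Compounds were preincubated with Tdp1 (1 nM final) for 15 min at room temperature before substrate (15 nM final) started a 5 min reaction; beads (10 ug/ml final) were then added for 10 min before AlphaScreen detection.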
N370S GC: inhibitors or activators of N370S glucocerebrosidase for Gaucher disease; AID 2101; N370S GC spleen homogenate, 4MU-glucoside fluorescence; actives 0.092% (n = 330,000); P04062; Potency, µM (titrated, usually from 59.4 µM), without a hit: at the highest dose activity change, negative = inhibition, actives largely listed as inhibitors;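 further: 0% = full enzyme activity and -100% = no enzyme basal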
TDP1 cell noCPT: qHTS for Inhibitors of human tyrosyl-DNA phosphodiesterase 1 (TDP1): qHTS in cells in absence of CPT; DT40 Tdp1-/- hTDP1 cells, no CPT, ATP luminescence, 48 h; Potency, µM (series often up to 46.2 µM), for inactives: at the top dose activity change, negative = growth inhibition, usual class: inhibitors; actives 15% (n = 420,000); further: nearly all actives have a fitted effect of over 55% in size
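Seeded 400 DT40-hTDP1 cells/well (vehicle DMSO, no 20 nM CPT); pinned compounds; ≥48 hr at 37 °C; CellTiter-Glo luminescence as viability measure.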
* = called active by the depositor; ? = inconclusive; . = not tested or not shown; & = joins results of further samples; [ ] = dose if it differs, or a comment. The call rests on the fitted dose curve; in most records, active means well fitted curve in the direction sought with a large enough effect; inconclusive means small, poorly fitted or top-dose-only effect, or another doubt; inactive means no such curve, though single readings can be large; an effect the other way counts as inactive or inconclusive. Unless noted, on the % scale 0 is the no-effect control and ±100 the full control effect; potency means the concentration at half of the fitted maximal effect.

SMILES	TDP1 inh	N370S GC	TDP1 cell noCPT
C=CC[C@H](CC(=O)OC(C)(C)C)C(=O)OC[C@@H]1CCCN1C(=O)[C@@H](CC=C)CC(=O)NCCO	0%	.	-16%
N#Cc1ccccc1N=C1CCCN1Cc1ccccc1	-4%	6%	-25%
COc1cccc(CN2CCN(CC#Cc3ccccc3)CC2CCO)c1 (stereo not drawn)	4%	3%	?
CN(CCOCCOc1ccc(F)cc1)Cc1ccccc1	.	-8%	?
O=C(NCc1ccccc1F)C1CCCN1C(=O)Nc1ccccc1 (stereo not drawn)	3%	0%	-20%
COc1ccc(Nc2nc(NCCN3CCOCC3)nc(Nc3ccc(OC)cc3)n2)cc1	.	-13%	14µM*
CCCn1c(SC/C(O)=C(\C#N)c2nc3ccccc3[nH]2)n[nH]c1=O	-1%	-1%	-10%
CCN(Cc1nc2cc(Cl)ccc2c(=O)[nH]1)C(=O)c1cc(C2CC2)nn1-c1ccccc1	0%	4%	2.9µM*
O=C1CC(NS(=O)(=O)c2ccccc2)CN1c1ccc2c(c1)OCCO2 (stereo not drawn)	.	2%	?
CCOC(=O)CC(N)c1ccc2c(c1)OCO2 (stereo not drawn)	0%	1%[2.35 µM]	-20%
CCN1C(=O)[C@H]2[C@@H](c3ccc(C)cc3)N3C(=O)N(c4ccc(OC)cc4)C(=O)[C@@]3(Cc3ccc(Cl)cc3)[C@H]2C1=O	.	?	-25%
Cc1ccccc1NC(=O)c1cccc(N2C(=O)C3CCC(C)CC3C2=O)c1 (stereo not drawn)	0%	0%	-24%
COc1ccc([N+](=O)[O-])cc1NC(=O)Nc1ccccc1	2%	5%	?
O=C(CN1CCN(c2ccccn2)CC1)N1CC(O)CO1 (stereo not drawn)	0%	-3%	16%
Cc1ccc(S(=O)(=O)NC(C)(C)C)cc1C(=O)OCC(=O)N1CCCC1=O	.	1%	-6%
Nc1ccc(C(=O)N2CCN(S(=O)(=O)c3ccc4c(c3)OCCCO4)CC2)cc1[N+](=O)[O-]	5%	.	?
C=CCn1c(-c2cccnc2Cl)nc2cc(Cl)c(Cl)cc21	1%	16%	?
NC(N)=N/N=C/c1cccc([N+](=O)[O-])c1O	-6%	?	-5%
Cc1ccc(NC(=S)NCCN2CCOCC2)cc1C	4%	0%	-8%
CC(C)Oc1cccc(C(=O)C2CCCN(C(=O)CCn3cnnn3)C2)c1 (stereo not drawn)	3%	-4%	-27%

Pulled one by one from the list above (2):
SMILES	TDP1 inh	N370S GC	TDP1 cell noCPT
Cc1ccccc1NC(=O)c1cccc(N2C(=O)C3CCC(C)CC3C2=O)c1 (stereo not drawn)	0%	0%	-24%
CC(C)Oc1cccc(C(=O)C2CCCN(C(=O)CCn3cnnn3)C2)c1 (stereo not drawn)	3%	-4%	-27%

The listing picks up with the 7 entries that preceded the break.
SMILES	TDP1 inh	N370S GC	TDP1 cell noCPT
O=C(CN1CCN(c2ccccn2)CC1)N1CC(O)CO1 (stereo not drawn)	0%	-3%	16%
Cc1ccc(S(=O)(=O)NC(C)(C)C)cc1C(=O)OCC(=O)N1CCCC1=O	.	1%	-6%
Nc1ccc(C(=O)N2CCN(S(=O)(=O)c3ccc4c(c3)OCCCO4)CC2)cc1[N+](=O)[O-]	5%	.	?
C=CCn1c(-c2cccnc2Cl)nc2cc(Cl)c(Cl)cc21	1%	16%	?
NC(N)=N/N=C/c1cccc([N+](=O)[O-])c1O	-6%	?	-5%
Cc1ccc(NC(=S)NCCN2CCOCC2)cc1C	4%	0%	-8%
CC(C)Oc1cccc(C(=O)C2CCCN(C(=O)CCn3cnnn3)C2)c1 (stereo not drawn)	3%	-4%	-27%
Cc1ccc(C)c(N(C(=O)CNC(=O)c2ccco2)C(C(=O)NC2CCCC2)c2ccncc2)c1 (stereo not drawn)	-1%[0.0935 µM]	-5%	10%
CC1CC(C)(C)CC2(C1)NC(=O)N(CC(=O)N(Cc1ccccc1)c1ccccc1)C2=O (stereo not drawn)	1%	0%	?
CC(Oc1ccc([N+](=O)[O-])cc1)C(=O)NCCCN1CCOCC1 (stereo not drawn)	4%	-3%	-15%
C=CCCC(=O)NC1CC(C)(C)Cc2c1cnn2-c1ccc(OC)cc1 (stereo not drawn)	0%	-2%	?
C[C@@H]1CCCCCCCCC(=O)OCCN(C(=O)OC(C)(C)C)[C@H](C)CCCCCCCCC(=O)OCCN(C(=O)OC(C)(C)C)[C@H](C)CCCCCCCCC(=O)OCCN1C(=O)OC(C)(C)C	0%	.	-8%
Cc1ccc(CCNC(=O)C2CCN(S(=O)(=O)c3c(C)nn(C)c3C)CC2)cc1	-1%	-1%	?
O=C(NCc1ccccn1)C(=O)NCC1OCCN1S(=O)(=O)c1ccc([N+](=O)[O-])cc1 (stereo not drawn)	3%	-9%	-7%
O=C(CCCN1C(=O)NC2(CCCC2)C1=O)Nc1ccc(Cl)c(S(=O)(=O)N2CCOCC2)c1	0%	-16%	1%
Cn1cccc1C(=O)NC(=O)CSc1nnc(C2CC2)n1-c1ccccc1	4%	6%	-1%
CC1CCN(C(=O)c2cc(-c3ccc(Br)cc3)on2)CC1	1%	.	-17%
CCC(Oc1ccccc1)C(=O)Nc1cc(C(F)(F)F)ccc1N1CCOCC1 (stereo not drawn)	.	?	-27%
CN(C)CCCn1c2c(c(SCC(=O)Nc3ccc4c(c3)OCO4)nc1=O)CCC2	-4%	0%	-22%
CC(=O)NCCC(=O)N1CCCC(N(C)CCc2ccccc2)C1 (stereo not drawn)	3%	-2%	-2%
COc1ccc2oc(-c3ccccc3)c(C(=O)N(C)C)c2c1	1%	-1%	?
NC(=S)Nc1cccc(O)c1	1%	-10%	2%
O=C1c2cc(Br)ccc2N(Cc2ccc(Br)cc2)S(=O)(=O)C1c1cc(Cl)c(Cl)cc1[N+](=O)[O-] (stereo not drawn)	9%	.	?
N#Cc1c(-c2ccc(F)cc2)cc(C2CC2)nc1SCC(=O)c1cccs1	5%	1%	?
CCN(CC(=O)NCc1cccs1)C(=O)c1ccc(C)o1	-3%	.	-8%
COc1cc(NC(=O)COC(=O)CC(NC(C)=O)c2ccccc2)cc(OC)c1 (stereo not drawn)	-5%[0.0935 µM]	-4%	-2%
Cc1cc(C)c(C#N)c(SCC(=O)Nc2cccc(S(=O)(=O)N3CCCC3)c2)n1	-3%	3%	-29%
O=C(NNS(=O)(=O)c1ccc(F)cc1)c1ccc(S(=O)(=O)N2CCCCC2)cc1	3%	-1%	-17%
COc1ccc([N+](=O)[O-])c(OC)c1C(=O)Nc1ccc(F)cc1F	7%	10%	1%
COc1ccc(C2CC(c3ccccc3)Nc3nc(NS(C)(=O)=O)nn32)cc1 (stereo not drawn)	3%	5%	-23%
COCCn1c(SCC(=O)Nc2ccc(OC)c(S(N)(=O)=O)c2)nc2ccccc21	5%	4%	?
O=C(CN1C(=O)C2CCCCC2C1=O)Nc1nccs1 (stereo not drawn)	0%	-9%	-19%
O=C(/C=C\c1ccc(O)c(O)c1)O[C@@H](Cc1ccc(O)c(O)c1)C(=O)O	.	-13%	-2%
CCn1c(SCC(=O)NCCc2ccc(Cl)cc2)nnc1-c1cccs1	2%	4%	-18%
O=C(OCC(=O)N1CCc2ccccc21)C1=COCCO1	5%	4%	?
COc1ccc(NC(=O)CNC(=O)c2sc3ccccc3c2Cl)c(OC)c1	1%	.	-13%
Clc1nc(Cl)nc(-c2cn(-c3ccccc3)c3ccccc23)n1	1%	-1%	-7%
COc1cc(OC)cc(-c2nc3nc(C)c(CCC(=O)NCCC(C)C)c(C)n3n2)c1	2%	.	6%
CCOc1ccccc1NC(=O)C(=O)NCC1CCCN1CC (stereo not drawn)	0%	-20%	-10%
CCOC(=O)c1sc2nc(CC(=O)OC)nc(NCCN3CCOCC3)c2c1C	6%	-10%	?
CCOc1ccccc1C(=O)NC(C(=O)NCCc1ccccn1)C(C)C (stereo not drawn)	0%	.	?
Cc1ccc(N(CC(=O)N2CCN(c3ccc(F)cc3)CC2)S(=O)(=O)c2c(C)noc2C)cc1	6%&0%	-5%	?
O=C(Nc1cccc(Cl)c1)Nc1ccc(Cl)cn1	4%	1%	-20%
CCc1ccc(N2C(=O)CN(Cc3sccc3C)C2=S)cc1	3%	3%	-18%
CCOC(=O)CSc1nccc(N(C)C)c1C#N	-3%	7%	1%
O=C(CN1C(=O)COc2ccc(Cl)cc21)Nc1cccc(F)c1	3%	.	?
COC(=O)c1cc(Br)c(=O)n(CCC2=CCCCC2)c1	-2%	6%	?
CCn1cnc2sc(-c3ccccc3)cc2c1=O	10%	0%	-15%
COc1ccc(CC(=O)N2CCCc3ccccc32)cc1OC	1%	3%	?
Cc1cc(Nc2sc(C(=O)c3ccc(F)cc3)c(N)c2C(=O)Nc2ccc(F)cc2)ccc1Cl	11%	.	3.7µM*
CC(=O)Nc1cc(C(F)(F)F)ccc1N1CCOCC1	1%	5%	-9%
CC(C)c1ccc(/C=C/C(=O)O)cc1	3%	-5%	15%
COc1cc(NC(=O)c2c3c(nc4ccccc24)C(=O)N(C2CCCCC2)C3)cc(OC)c1	8%	.	-15%
COc1ccc(-n2nc(C(=O)NCC(=O)NCCCN3CCOCC3)c3ccccc3c2=O)cc1Cl	.	-10%	?
O=C(c1ccccc1)N1CCN(C(=O)c2cccnc2)CC1	3%	7%	?
Cn1c(C(=O)NCCCN2CCN(c3ccccc3F)CC2)cc2c(=O)n(C)c3ccccc3c21	8%	-7%	?
O=C(NCc1cccc(Cl)c1)c1ccc(S(=O)(=O)Nc2cccc(C(F)(F)F)c2)cc1	0%	-4%	?
CSCCC(NC(=O)COc1ccccc1)C(=O)OCC(=O)c1cc2ccccc2o1 (stereo not drawn)	5%	29%	-18%
COc1ccc(OCC(O)CNC(=O)Nc2ccccc2)cc1 (stereo not drawn)	8%	-21%	-11%
CC(=O)C1=C(O)C(=O)N(c2ccc(Br)cn2)C1c1cccc([N+](=O)[O-])c1 (stereo not drawn)	.	-5%	7%
Cc1ccc(CNC(=O)CC2Oc3ccc(Cl)cc3NC2=O)cc1 (stereo not drawn)	0%	.	-16%
Cc1ccc(NC(=O)c2cc(-c3ccccc3)n[nH]2)cc1	.	-5%	15%
O=C(NCc1cccnc1)C1CCC(CNS(=O)(=O)c2cccc3nsnc23)CC1 (stereo not drawn)	.	6%	1%
Cc1ccc(CNC(=O)C2CCCN(S(=O)(=O)c3c(C)[nH]c(=O)[nH]c3=O)C2)cc1 (stereo not drawn)	0%	-9%	-8%
CC(C)(C)C1CCC(OC(=O)C[N+]2(C)CCCC2)CC1 (stereo not drawn)	1%	-11%	5.2µM*
O=C(CCCN1C(=O)CCC1=O)Nc1ccc(Br)cc1F	5%	-5%	-4%
CCC(CC)C(=O)Nc1cccc(C(=O)Nc2ccc3c(c2)OCO3)c1	0%	2%	?

New compounds follow
SMILES	TDP1 inh	N370S GC	TDP1 cell noCPT
CCOc1nc2c(c(-c3cccs3)c1C#N)Cc1ccccc1-2	-1%	4%	-9%
Cc1ccc2nc(-c3cccnc3)c(NC3CCCCC3)n2c1	-2%	-14%	?
CCOC(=O)C1=C(c2ccccc2)NC(=O)NC1c1ccc(OC)cc1 (stereo not drawn)	0%	-3%	?
COc1cccc(Oc2ccc(N)cc2)c1	8%	-4%	4%
CC1CCN(C(=O)c2cccc(S(=O)(=O)N3CCCc4ccccc43)c2)CC1	.	0%	12µM*
Cc1nn2c(=O)cc(CSCC(=O)Nc3ccccc3F)nc2s1	0%	1%	-1%
O=S(=O)(Nc1cccc(C(F)(F)F)c1)c1cnc[nH]1	7%	3%	-20%
CCOc1ncccc1C(=O)OC(C)C(=O)Nc1ccc(CC)cc1 (stereo not drawn)	-3%	2%	-25%
CC1CCCCC12NC(=O)N(CC(=O)Nc1ccc(OC(F)F)cc1)C2=O (stereo not drawn)	0%	.	?
Cc1sc2nc(CSC(C)C(=O)Nc3ccc(C(N)=O)cc3)[nH]c(=O)c2c1C (stereo not drawn)	.	-6%	-4%
Cc1nn(C(=O)C(C)N2C(=O)c3ccccc3C2=O)c(C)c1Br (stereo not drawn)	2%	-10%[2.35 µM]	1%
NC(=O)c1cc(S(=O)(=O)NCc2cccs2)cs1	1%	-2%	-21%
Cc1ccccc1C(=O)N1CCC(c2nc3ccccc3s2)CC1	-2%	.	?
Cc1ccc(C)c(NC(=S)N2CCC(NC(=O)c3ccco3)CC2)c1	2%	-7%	-21%
Cn1cc(S(=O)(=O)N2CCCCCC2)cc1C(=O)N1CCN(c2ccc(F)cc2)CC1	11%	.	?
Cc1csc2c(=O)sc(NC(=O)c3ccc(F)cc3Cl)nc12	5%	6%	-10%
O=C(C1CC2CCC1C2)N1CCN(Cc2ccc3c(c2)OCO3)CC1 (stereo not drawn)	-2%	1%	?

A portion of the library; the hit share may differ from the screen's.
